High-throughput results deposited in PubChem BioAssay by National Center for Advancing Translational Sciences (NCATS).
FUS yeast rescue = suppressors of FUS proteinopathy in yeast | S. cerevisiae FUS-expressing, growth rescue, OD600, 24 h | AID 1347120 | Potency, µM (highest dose often 76.6 µM), for the others: at the highest dose growth rescue (activation), most hits filed as activators | 0.24% of 390,000 active;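 note: potency is the fitted concentration of half-maximal effect; plate controls were DMSO vehicle for no effect and reference control for full effect; nearly all actives have a fitted effect of over 55% in size; some results filed as inactive show a strong effect at the top dose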
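Galactose (2%) drives FUS expression in yeast precultured in raffinose; seeding density OD 0.005. Test compounds incubated 24hr at 30C and 99% humidity before absorbance at 600 nm was measured.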
TDP43 rescue = TDP-43 toxicity inhibition in yeast | Potency, µM (highest dose often 46.1 µM), for the others: at the highest dose growth rescue (activation), actives largely listed as activators | TDP-43 expressing yeast growth rescue, BacTiter-Glo, 24 h | 1.8% of 410,000 active; note: potency is the fitted concentration of half-maximal effect; % of control where 0% means no effect; nearly all actives have a fitted effect of over 50% in size
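Cell-based yeast growth screen: TDP-43 expression induced in galactose, inoculum OD600=0.02 after raffinose pregrowth to mid-log. Read-out BacTiter-Glo luminescence at 24 hr, 30 deg C; inhibition of toxicity seen as signal increase.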
Abeta yeast res = compounds reversing amyloid beta toxicity in yeast; Potency, µM (top dose mostly 46.1 µM), for inactives: top-dose growth rescue, usual class: activators; 0.063% of 410,000 active; yeast expressing A-beta42, growth rescue, OD600, 48 h; response scale: 0% DMSO, 100% iron-clioquinol control; note: potency is the fitted concentration of half-maximal effect; nearly all actives have a fitted effect of over 55% in size
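Yeast A-beta toxicity model in growth medium with pinned compounds, 48 h at 30 C; growth read as absorbance at 600 nm. Normalized to FeCl3/clioquinol equimolar mix (positive) and DMSO (negative).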
GLP1R inv ag = acts as inverse agonist at human GLP-1 receptor; 1.6% of 410,000 active; HEK293 GLP-1R CRE-luciferase, luminescence, 24 h; GLP-1R form is constitutively active; Potency, µM (highest dose often 38.3 µM), inactives show at the top dose activity change, negative = inhibition, most hits filed as inhibitors; P43220; AID 624417; note: potency is the fitted concentration of half-maximal effect; % is set by controls: 0 for no effect and ±100 for the full control effect; nearly all actives have a fitted effect of over 55% in size
Target sequence (P43220 whole entry, looked up): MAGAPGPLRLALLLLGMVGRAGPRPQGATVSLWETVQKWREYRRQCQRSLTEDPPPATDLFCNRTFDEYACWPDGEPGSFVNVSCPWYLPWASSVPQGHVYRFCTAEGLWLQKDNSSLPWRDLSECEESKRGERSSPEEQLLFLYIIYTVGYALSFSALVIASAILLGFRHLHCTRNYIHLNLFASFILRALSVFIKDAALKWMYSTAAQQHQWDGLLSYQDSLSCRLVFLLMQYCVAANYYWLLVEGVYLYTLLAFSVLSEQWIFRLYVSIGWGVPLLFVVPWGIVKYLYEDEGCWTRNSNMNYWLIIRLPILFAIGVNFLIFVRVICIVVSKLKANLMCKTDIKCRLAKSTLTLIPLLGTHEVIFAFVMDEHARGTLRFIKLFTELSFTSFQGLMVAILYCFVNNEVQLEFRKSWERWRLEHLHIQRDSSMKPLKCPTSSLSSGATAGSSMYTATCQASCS
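Assay principle: reduced luminescence from a cAMP-responsive reporter in HEK293 cells co-expressing a constitutively active GLP-1R. Conditions: 24 hr compound incubation, 37 deg C, 5% CO2.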
GLP-1R agonist = agonists of human GLP-1 receptor | HEK293 GLP-1R CRE-luciferase, luminescence, 4-6 h; cells express a hypersensitive GLP-1R form | Potency, µM (top dose mostly 45.6 µM), without a hit: at the top dose activation, usual class: activators | 0.007% of 380,000 active | AID 624172; note: potency is the fitted concentration of half-maximal effect; % of control where 0% means no effect
PTHR1 agonist = PTHR1 (human) receptor agonism; 0.075% of 410,000 active; Q03431; Potency, µM (doses to about 115 µM), for inactives: at the highest dose activation, usual class: activators; HEK293 GP2 PTHR1 cells, GloSensor cAMP luminescence, 1 h; AID 743266; note: potency is the fitted concentration of half-maximal effect; nearly all actives have a fitted effect of over 55% in size; some results filed as inactive show a strong effect at the top dose; inactives centre near -15; many of its hits are not listed in these tables
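HEK-293-derived GP2 cells expressing PTHR1 and a GloSensor cAMP reporter, 3,000/well, plated overnight, given luciferin plus IBMX (each 0.5 mM as added) for 1 h at 37 °C, then compound for 1 h at 37 °C. Luminescence was read after 15 min at room temperature.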
Akt phos inh = inhibitors of Akt phosphorylation | Neuro2A IGF-stimulated pAkt S473 HTRF, 20 min; active compounds read low | activity change, % for hits at 50 µM | 0.32% of 360,000 active | AID 651550; in the data active = activity change below about -80%; inconclusive = mostly about -51% to -80%; note: % is set by controls: 0 for no effect and ±100 for the full control effect
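Single-point screen (50 µM final compound) in Neuro2A cells stimulated 20 min with 6 nM IGF at 37 deg C. After lysis, Ser473-phosphorylated Akt read by HTRF (ex 330 nm, em 615/665 nm) as the 665/615 ratio.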
D3 antag = blocks the human D3 dopamine receptor; P35462; D3R cells, DiscoveRx beta-arrestin luminescence, antagonist mode; active compounds read low; max response, negative = inhibition, %; 2.5% of 360,000 active; AID 652054; in the data active = max response below about -50%; inconclusive = no clear call, values can overlap the other calls; note: % is set by controls: 0 for no effect and ±100 for the full control effect; mostly tested at two doses, the higher about 12 µM
Target sequence (P35462 whole entry, looked up): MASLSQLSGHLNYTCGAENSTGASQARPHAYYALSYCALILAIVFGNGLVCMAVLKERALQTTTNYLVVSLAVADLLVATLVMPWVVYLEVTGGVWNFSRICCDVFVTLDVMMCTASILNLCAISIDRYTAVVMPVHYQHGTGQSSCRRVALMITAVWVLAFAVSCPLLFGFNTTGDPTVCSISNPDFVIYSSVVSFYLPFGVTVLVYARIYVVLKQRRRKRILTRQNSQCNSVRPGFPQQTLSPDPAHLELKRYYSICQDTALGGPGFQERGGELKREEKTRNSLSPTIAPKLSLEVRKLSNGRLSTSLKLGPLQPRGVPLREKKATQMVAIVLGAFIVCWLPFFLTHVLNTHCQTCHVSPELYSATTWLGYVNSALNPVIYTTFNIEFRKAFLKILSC
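Cells plated overnight at 1500 cells/well, then exposed to library compounds with dopamine controls for 90 minutes at 37 degrees C. DiscoveRx reagent added for 30–60 minutes at room temperature; luminescence read, quantitative HTS format.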
aSyn rescue = rescues yeast growth from alpha-synuclein toxicity; 0.14% of 370,000 active; Yeast expressing alpha-synuclein, growth rescue, BacTiter-Glo, 24 h; Potency, µM (top dose mostly 46.1 µM), for the others: at the highest dose growth rescue (activation), most hits filed as activators; note: potency is the fitted concentration of half-maximal effect; % of control where 0% means no effect; nearly all actives have a fitted effect of over 65% in size
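Screening used galactose-induced yeast with toxic alpha-synuclein levels, exposed to compound for 24 hr at 30 deg C. Cell growth, read with BacTiter-Glo luminescence, gave the measured signal.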
Starred values were filed as active, the others as inactive; i = inactive; ? = inconclusive; . = not tested or not shown; [ ] = another dose, or the depositor's remark. Unless noted, calls come from the whole dose curve; as a rule, active = well fitted curve in the direction sought with a large enough effect; inconclusive = small, poorly fitted or top-dose-only effect, or another doubt; inactive = no such curve, though single readings can be large; an effect the other way counts as inactive or inconclusive. These rows are one share of the data; count on the stated rates, not on these rows.

Below each compound: FUS yeast rescue	TDP43 rescue	Abeta yeast res	GLP1R inv ag	GLP-1R agonist	PTHR1 agonist	Akt phos inh	D3 antag	aSyn rescue
> CC(/C=N/Nc1nncc(=O)[nH]1)=C\c1ccccc1
 : -2%	1%	5%	39%[activator]	3%	i	i	-2	-3%
> COc1ccc(-c2ccc(SCC(=O)c3cccs3)nn2)cc1OC
 : 28%	27%	17%	3%[0.307 µM]	5%	-17%	i	-5	0%
> CN(C)S(=O)(=O)c1ccc(C(=O)Oc2cc(=O)[nH]c3ccccc23)cc1
 : -9%	-30%	-6%	10%	-4%	i	i	-1	15%
> O=C(NCc1ccco1)C(C(=O)c1ccccc1)n1ccccc1=O (configuration not stated)
 : 1%	9%	12%	0%	-1%	-37%[inhibitor][57.5 µM]	i	3	-7%
> COc1cccc(C(=O)NCCSc2c(C)[nH]c3ccccc23)c1OC
 : 12%	?	24%	?	17%	-50%[inhibitor]	i	22	?
> Brc1cccc(C2CC(c3ccccc3)n3nnnc3N2)c1 (configuration not stated)
 : 1%	?	26%	?	-6%	i	i	10	12%
> COc1ccc(C(=O)O)cc1S(=O)(=O)Nc1cccc(C)c1
 : -6%	-5%	-9%	9%	-10%	i	i	-27	0%
> Cc1ccc(Cl)c(NC(=O)COC(=O)c2ccccc2C(=O)c2ccc(Cl)c([N+](=O)[O-])c2)c1Cl
 : ?	14%	14%	?	-17%	-31%[inhibitor]	i	-71*	-3%
> CN1CCN(c2oc(-c3ccccc3)nc2S(=O)(=O)c2ccccc2)CC1
 : -35%	-10%	6%	8%	6%	i	i	7	-4%
> COC(=O)c1sc(Nc2ccccc2)nc1C
 : -3%	13µM*	-6%	44%[activator]	13%	-26%[57.5 µM]	i	11	-13%
> COc1ccccc1CNC(=O)c1oc2ccccc2c1C
 : 19%	?	20%	?	13%	i	i	?	12%
> CCCCn1c(N)c(N(CCC(C)C)C(=O)c2cc(Cl)nc3ccccc23)c(=O)[nH]c1=O
 : .	2%	-4%	8%	5%	-16%	i	6	-4%
> Cc1ccc(S(=O)(=O)NCCC(=O)N2CCN(c3ccccc3)CC2)cc1C
 : 39%	?	-15%	-31%	-2%	-4%	.	0	17%
> COc1ccc(CCNC(=O)Cn2nc(C)n3nc(-c4ccccc4)cc3c2=O)cc1OC
 : -9%	3%	1%	13%	-1%	i	i	19	-5%
> O=[N+]([O-])c1cccc(-c2ccc(C(=S)N3CCN(c4ccccc4)CC3)o2)c1
 : -2%	-78%[inhibitor]	-94%[inhibitor]	4%	13%	i	i	-20	4%
> CSc1ccccc1NC(=O)C1CCCN(S(C)(=O)=O)C1 (configuration not stated)
 : -3%	-10%[1.82 µM]	3%	11%	3%	12%	i	2	14%
> Cc1c(-c2cccc(NC(=O)Cc3ccccc3)c2)nc2ncccn12
 : 4%	12%	-8%	18%	.	i	.	.	.
> CC(=O)Nc1ccc(CN(C)c2c(C)nc3ccc(C(=O)N(C)Cc4ccccc4)cn23)cc1
 : -17%	4%	-3%	6%	21%	-9%	i	4	1%
> COc1ccc(CC(=O)Nc2ccc(C(=O)NCC(C)C)cc2)cc1
 : 17%	5%	2%	-5%	-2%	-13%[57.5 µM]	i	2	-4%
> O=C(O)c1ccc(Cl)c(NCc2cccnc2)c1
 : 0%	.	-13%	12%	-1%	i	i	4	-2%
> Brc1ccc(OCc2nnc(SCC3CCCCC3)o2)cc1
 : 20%	17%	16%	?	10%	-1%	i	?	1%
> CCC[C@@H](CN1CCC[C@H]1CN1C(N)=NC[C@H]1CC(C)C)N1C[C@@H](Cc2ccccc2)N(CCCC2CCCC2)C1=N
 : 9%	18%	-15%	0%	6%	i	i	-1	-20%
> COCCCN1C(=O)C(=O)/C(=C(/O)c2ccccc2)C1c1ccc(N(C)C)cc1 (configuration not stated)
 : 2%	-9%	7%	-2%	-9%	-8%[57.5 µM]	i	2	-9%
> O=C(NCC(=O)N1CCCCC1)c1ccc2ccccc2c1
 : 2%	16%	12%	0%	4%	-29%	i	-5	-3%
> CC(C)Cn1c(-c2ccc(Br)o2)n[nH]c1=S
 : .	?	-20%	-3%	-2%	-9%	i	-9	-2%
> CCC1Oc2ccc(C)cc2N(CC(=O)N(Cc2ccc(C)o2)C2CC(C)(C)NC(C)(C)C2)C1=O (configuration not stated)
 : 30%	-2%	18%	?	-10%	-2%[57.5 µM]	i	-22	-11%
> CS(=O)(=O)NCc1nnc(SCc2ccc(C(F)(F)F)cc2)o1
 : -5%	0%	4%	7%	3%	i	i	13	-2%
> COc1ccc(C(=O)N2CCCC2)cc1
 : 20%	-4%	2%	1%	2%	?	i	-13	1%
> O=C(c1ccc(NS(=O)(=O)c2cccc(C(F)(F)F)c2)cc1)N1CCCC1
 : .	3%	4%	20%	1%	-37%	i	2	-6%
> N#CC1C(=O)NC(=O)C(C#N)C12CCCC(C(F)(F)F)C2 (configuration not stated)
 : .	-4%	-10%	13%	2%	-2%	i	-1	-18%
> Fc1ccc(-n2cc(CNCCc3cccnc3)c(-c3ccccc3Cl)n2)cc1
 : 10%	12%	0%	4%[0.307 µM]	19%	i	i	-70*	6%
> CCN(CC)C(=O)CSc1nc(COc2ccccc2)nc2ccccc12
 : -2%	6%	5%	-42%	1%	-49%[inhibitor]	i	10	7%
> O=C(O)CCn1nnc(-c2cccs2)n1
 : 7%	-21%	-12%	0%	1%	i	i	22	24%
> C/C(=N\NC(=O)COc1cccc(Br)c1)c1ccc2c(c1)OCCO2
 : -26%	-1%	14%	-3%	6%	-33%[inhibitor]	i	6	2%
> CNC(=O)c1c(NC(=O)CCS(=O)(=O)c2ccc(F)cc2)sc(C)c1C
 : .	-5%	-13%	-9%	18%	-18%	i	2	1%
> Cc1c(C(=O)N(C)C)sc2c1c(=O)n(-c1ccc(F)cc1)c(=O)n2Cc1cc(=O)n2ccccc2n1
 : -6%	8%	-5%	28%	.	3%	.	.	.
> O=C(O)C1Cc2ccccc2CN1C(=O)COc1ccc(Cl)cc1Cl (configuration not stated)
 : 9%	-9%	1%	1%	1%	-6%	i	-2	5%
> Clc1ccc(-c2nc3c4ccccc4ccn3c2Cc2cccc(Cl)c2)cc1
 : 15%	6%	-8%	13%	-5%	i	i	?	9%
> O=S(=O)(Nc1ccc2c(c1)OCCO2)c1ccc(F)c(F)c1
 : -12%	?	1%	-7%	10%	-20%	i	4	0%
> COc1cccc(C(=O)c2cn(CC(=O)Nc3ccc4c(c3)OCCO4)c3nc(C)ccc3c2=O)c1
 : 14%	18%	-10%	7%	.	-10%	.	.	.

Full records from above. Screens in order: FUS yeast rescue, TDP43 rescue, Abeta yeast res, GLP1R inv ag, GLP-1R agonist, PTHR1 agonist, Akt phos inh, D3 antag, aSyn rescue
COC(=O)c1sc(Nc2ccccc2)nc1C as listed: -3%, 13µM*, -6%, 44%[activator], 13%, -26%[57.5 µM], i, 11, -13%
Clc1ccc(-c2nc3c4ccccc4ccn3c2Cc2cccc(Cl)c2)cc1 as listed: 15%, 6%, -8%, 13%, -5%, i, i, ?, 9%
COc1ccc(CCNC(=O)Cn2nc(C)n3nc(-c4ccccc4)cc3c2=O)cc1OC as listed: -9%, 3%, 1%, 13%, -1%, i, i, 19, -5%
CCN(CC)C(=O)CSc1nc(COc2ccccc2)nc2ccccc12 as listed: -2%, 6%, 5%, -42%, 1%, -49%[inhibitor], i, 10, 7%
CCC1Oc2ccc(C)cc2N(CC(=O)N(Cc2ccc(C)o2)C2CC(C)(C)NC(C)(C)C2)C1=O (configuration not stated) as listed: 30%, -2%, 18%, ?, -10%, -2%[57.5 µM], i, -22, -11%

With a hit mark in D3 antag, of those listed so far:
SMILES | GLP1R inv ag | GLP-1R agonist | PTHR1 agonist | Akt phos inh | D3 antag
Cc1ccc(Cl)c(NC(=O)COC(=O)c2ccccc2C(=O)c2ccc(Cl)c([N+](=O)[O-])c2)c1Cl | ? | -17% | -31%[inhibitor] | i | -71*
Fc1ccc(-n2cc(CNCCc3cccnc3)c(-c3ccccc3Cl)n2)cc1 | 4%[0.307 µM] | 19% | i | i | -70*

(cont.)
Below each compound: FUS yeast rescue	TDP43 rescue	Abeta yeast res	GLP1R inv ag	GLP-1R agonist	PTHR1 agonist	Akt phos inh	D3 antag	aSyn rescue
> CC1CCCN(S(=O)(=O)c2cc(Cl)ccc2Cl)C1 (configuration not stated)
 : 6%	24%	-2%	0%	-7%	-24%	i	56	0%
> O=C(Nc1cccc(C(=O)OCc2cc(=O)n3nc(C4CC4)sc3n2)c1)c1cccc(Cl)c1
 : -9%	16%	3%	-24%	.	-46%	.	.	.
> CC1(C(=O)O)CCC(C(=O)Nc2cccc(F)c2)C1(C)C (configuration not stated)
 : -8%	-17%	-11%	22%	1%	4%	i	-5	8%
> Cc1ccc(CNS(=O)(=O)c2cc3c4c(c2)CCN4C(=O)CC3)cc1
 : -11%	19%	20%	-5%	3%	-5%	i	0	6%
> N#CCC(=O)Nc1ccc(C(=O)NNC(=O)c2ccccc2-n2cccc2)cc1
 : 32%	-10%	-10%	-9%	-2%	-23%	i	-17	-10%
> Cc1ccc2c(c1)N(CC(=O)NC1CCC(C)CC1)C(=O)CO2 (configuration not stated)
 : 9%	?	4%	7%	2%	-26%	i	17	3%
